# High-throughput results deposited in PubChem by several laboratories.
# CHT allo act: allosterically activates the human high affinity choline transporter | CHT-expressing cells, membrane potential dye, choline EC20; stronger effect = higher value; LV-AA mutant CHT in HEK293 cells | B-score at 10 µM | 0.49% of 310,000 active;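 active means initial fluorescence not abnormally high and integrated response B-score, plate-corrected, over 3 SD above library mean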
# Target sequence (Q9GZV3 whole entry, looked up): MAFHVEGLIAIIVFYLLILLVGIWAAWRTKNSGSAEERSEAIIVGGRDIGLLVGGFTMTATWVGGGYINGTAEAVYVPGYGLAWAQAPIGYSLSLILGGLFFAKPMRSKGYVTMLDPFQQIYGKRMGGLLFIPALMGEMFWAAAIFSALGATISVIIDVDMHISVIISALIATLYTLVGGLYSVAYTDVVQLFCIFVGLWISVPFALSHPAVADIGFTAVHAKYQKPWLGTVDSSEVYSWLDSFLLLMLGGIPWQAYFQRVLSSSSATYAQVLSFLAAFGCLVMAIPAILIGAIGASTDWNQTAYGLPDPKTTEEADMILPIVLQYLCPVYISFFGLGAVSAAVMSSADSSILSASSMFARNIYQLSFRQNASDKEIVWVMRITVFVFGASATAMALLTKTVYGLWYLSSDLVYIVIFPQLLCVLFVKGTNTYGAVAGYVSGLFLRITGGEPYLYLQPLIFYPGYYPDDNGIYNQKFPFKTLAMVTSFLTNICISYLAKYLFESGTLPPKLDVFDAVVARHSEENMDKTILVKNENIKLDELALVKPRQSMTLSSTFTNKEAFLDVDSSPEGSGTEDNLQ
# OX1R antag: human HCRTR1 antagonism; CHO/OX1R cells, Fluo-8 calcium fluorescence, orexin A; 0.43% of 330,000 active; inhibition, % at 5 µM; AID 434989;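 active means inhibition above its plate's threshold, mean inhibition of all tested compounds on the plate plus 3 SD, cut at about 37% in these data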;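 further: 0% = orexin A challenge wells and 100% = SB-334867-A antagonist wells; not every result past the cut was called active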
# Target sequence (O43613 whole entry, looked up): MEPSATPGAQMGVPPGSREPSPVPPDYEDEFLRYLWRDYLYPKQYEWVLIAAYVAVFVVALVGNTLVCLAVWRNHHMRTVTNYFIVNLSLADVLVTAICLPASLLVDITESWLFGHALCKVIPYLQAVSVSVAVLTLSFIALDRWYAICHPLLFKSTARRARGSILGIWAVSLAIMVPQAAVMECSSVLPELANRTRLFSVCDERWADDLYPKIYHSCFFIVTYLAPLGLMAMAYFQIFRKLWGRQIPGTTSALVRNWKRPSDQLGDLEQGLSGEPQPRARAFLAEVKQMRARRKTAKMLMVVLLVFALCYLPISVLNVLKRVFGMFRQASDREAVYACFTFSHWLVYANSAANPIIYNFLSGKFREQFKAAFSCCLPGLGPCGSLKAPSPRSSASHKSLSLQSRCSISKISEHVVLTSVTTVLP
# Starred values were filed as active, the others as inactive; i = inactive; . = no result given.
Structure,OX1R antag,CHT allo act
Cc1ccc(OCCSc2nc3ncnc(N)c3[nH]2)cc1,-21,i
COC(=O)c1ccc(CN2C(=O)NC3(CCC(C)CC3)C2=O)o1 (centres undefined),-20,i
Cc1ccc(NC(=O)CCC(=O)NNC(=O)Cc2ccccc2)cc1C,-16,i
COc1ccc(CCNC(=O)COC(=O)c2ccccc2NCCO)cc1OC,-30,i
O=C(Cc1cccs1)N/N=C/c1ccccn1,-8,i
CCCn1c(=S)[nH]c2cc(C(=O)N3CCc4ccccc4C3)ccc2c1=O,-21,i
CCc1ccccc1NS(=O)(=O)c1ccc(OC)c2ncccc12,-21,i
COc1cc(OC)cc(C(=O)NC(=S)NCCc2ccccc2)c1,-29,i
COc1ccc(C(C)C)cc1S(=O)(=O)N1CCC(C(=O)NCC2CCCO2)CC1 (centres undefined),-2,i
O=C(CN(c1ccccc1)S(=O)(=O)c1ccccc1)NCCSc1nc2ccccc2s1,-31,i
COc1ccc2cc3cc(C(=O)NC(C)C)oc3nc2c1,-18,i
CC1C/C(=N\NC(N)=S)c2cc(Cl)ccc2S1 (centres undefined),-14,i
COC(=O)c1c(NC(=O)C(=O)N2CCOCC2)sc2c1CCC2,-18,i
O=c1[nH]c(=O)n(Cc2ccccc2)c2nc(-c3ccco3)cc(C(F)(F)F)c12,-29,i
CCC(=O)NC(=S)NNC(=O)COc1ccc(Br)cc1,-8,i
COC(=O)Cc1ccc(O)c(N)c1,-9,i
Cc1nn(C)c(C(=O)N/N=C/c2ccncc2)c1Cl,-2,i
CCCCn1c(N)c(N(CC(C)C)C(=O)C2CCN(C(=O)c3ccc(F)cc3)CC2)c(=O)[nH]c1=O,-16,i
O=C(NC1CC2CCCC(C1)N2Cc1cccs1)c1ccc([N+](=O)[O-])cc1 (centres undefined),-16,i
C=CCOC(=O)C1=C(C)NC(SCC(=O)Nc2ccccc2)=C(C#N)C1c1ccco1 (centres undefined),-2,i
O=C(Nc1ccc(F)cc1)c1cccnc1NCCc1ccccc1,-26,i
CC(=O)c1ccc(OC(=O)C2CC(=O)N(c3cccc(C)c3)C2)cc1 (centres undefined),11,i
CCCOc1ccc(N2C(=O)CC(N(CCC)C(=O)CCC(=O)O)C2=O)cc1 (centres undefined),0,i
C[C@H](CO)N1C[C@H](C)[C@@H](CN(C)Cc2ccc(Cl)c(Cl)c2)Oc2ccc(NC(=O)Cn3cnnn3)cc2C1=O,5,.
O=C(C[C@@H]1C/C=C/CC[C@H](Cc2ccc(F)cc2)C(=O)O[C@H](c2ccccc2)CNC1=O)NCCO,6,.
COc1ccc(C(=O)NCC(c2ccco2)N(C)C)cc1S(=O)(=O)NCc1ccc(Cl)cc1 (centres undefined),-14,.
COc1ccc(C)cc1S(=O)(=O)N(C)CC(=O)NC1CCCCCC1,-10,i
CCOc1nc2c(c(-c3cccs3)c1C#N)Cc1ccccc1-2,-12,i
O=C(Nc1ccc(S(=O)(=O)Nc2ncccn2)cc1)c1ccc(Br)o1,-9,i
C=CCn1c(O)c(N=NC(=O)CNC(=O)/C=C/c2ccc(OC)cc2)c2ccccc21,-24,i
N=c1c(C(=O)NC2CCCCC2)cc2c(=O)n3ccccc3nc2n1Cc1ccco1,-9,i
Cc1cc(C)c(NC(=O)CSc2cccc[n+]2[O-])c(C)c1,-8,.
CC(C(=O)NNS(=O)(=O)c1cccc(C(F)(F)F)c1)n1nnc(N2CCOCC2)n1 (centres undefined),-25,i
O=C(Oc1ccc2ccccc2c1)c1cncc(Br)c1,-6,i
COc1cccc(CN(C)C(=O)CN2C(=O)NC(c3ccccc3)(c3ccccc3)C2=O)c1,-10,.
C=CCN1N=C(/C=C/c2ccc(OC)cc2)CCC1=O,-7,i
COc1cc(CNCCSc2nnnn2C)cc(Br)c1OCc1ccc(F)cc1,1,i
C[C@H](NC(=O)N1CCC(Cc2ccccc2)CC1)C(=O)O,-12,i
CCOc1ccccc1C(=O)N(CCC(=O)OC)c1ccccn1,2,i
COc1ccc(OCc2cc(C(=O)NC(C)c3csc(C)n3)no2)c(Cl)c1 (centres undefined),-27,i
Cc1nn(C)cc1/C=N/n1nnnc1N,-4,i
CC(C)CNC(=O)COC(=O)c1cc(S(=O)(=O)N2CCCCC2)ccc1N1CCOCC1,-32,i
CCOc1c(Cl)cnn(-c2ccc(C)cc2)c1=O,-18,i
COc1ccc(NCc2n[nH]nc2-c2ccccc2)cc1Cl,-15,i
CCOC(=O)C(NC(=O)CC)(Nc1ccccc1OC)C(F)(F)F (centres undefined),-4,i
COc1ccc(NC(=O)CSc2nnnn2C)cc1S(=O)(=O)N1CCCCC1,-11,.
S=C(Nc1ccc(Cl)cc1Cl)N1CCN(c2ccccn2)CC1,-10,i
Cc1nn(Cc2cccc(F)c2)c(C)c1NC(=O)c1c(Cl)cnn1C,-15,i
COC(=O)CSc1nnc(-c2cccnc2)n1C,-4,i
Cc1cc(S(=O)(=O)NCCN(C)C)c(C)s1,-9,i

# Some of the entries above, reformatted.
# Each structure is followed by: OX1R antag	CHT allo act
- N=c1c(C(=O)NC2CCCCC2)cc2c(=O)n3ccccc3nc2n1Cc1ccco1
  -9	i
- Cc1cc(C)c(NC(=O)CSc2cccc[n+]2[O-])c(C)c1
  -8	.
- CC(C(=O)NNS(=O)(=O)c1cccc(C(F)(F)F)c1)n1nnc(N2CCOCC2)n1 (centres undefined)
  -25	i
- O=C(Oc1ccc2ccccc2c1)c1cncc(Br)c1
  -6	i
- COc1cccc(CN(C)C(=O)CN2C(=O)NC(c3ccccc3)(c3ccccc3)C2=O)c1
  -10	.
- C=CCN1N=C(/C=C/c2ccc(OC)cc2)CCC1=O
  -7	i
- COc1cc(CNCCSc2nnnn2C)cc(Br)c1OCc1ccc(F)cc1
  1	i

# Additional records follow.
Structure,OX1R antag,CHT allo act
O=C(Nc1ncc(Cc2ccc(Cl)cc2Cl)s1)c1ccc([N+](=O)[O-])cc1,3,i
COc1ccc(Cl)cc1S(=O)(=O)N1CCCC1=O,2,i
COCCCNc1nc2cc(OC)c(OC)cc2c2nc(-c3ccccc3)nn12,-23,i
COc1ccc(/C=N\NC(=O)c2cc(O)c(O)c(O)c2)cc1COc1ccc(C(=O)OCC(C)C)cc1,-15,i
Cc1ccccc1-n1c(SCc2c(C)noc2C)nnc1-c1ccncc1,-20,i
Clc1ccc(CNc2nnnn2-c2ccccc2)c(Cl)c1,6,i
Cc1c(NC(=O)C23CC4CC(CC(C)(C4)C2)C3)c(=O)n(-c2ccccc2)n1C,-1,i
CCOc1ccc(-n2cc(C(=O)N3CCC(C)CC3)c3cc(OC)c(OC)cc3c2=O)cc1,-39,i
CCC(C(=O)NC1CCCC1)N(C(=O)Cn1nnc(-c2ccc(C)o2)n1)c1ccc(OC)c(OC)c1 (centres undefined),-19,i
Cc1cccc(OC(=O)C2C(c3ccccc3)C(C(=O)O)C2c2ccccc2)c1 (centres undefined),10,i
O=P(CCCCCCCCCP(=O)(c1ccccc1)c1ccccc1)(c1ccccc1)c1ccccc1,86*,i
CC1(c2cccc([N+](=O)[O-])c2)CC(C)(C)N(C(=O)c2ccccc2)c2ccccc21 (centres undefined),-12,i
S=c1[nH]nc(C(c2ccccc2)C2CCCCC2)o1 (centres undefined),-17,i
CCNC(=S)Nc1cc(OC)c(NC(=O)c2ccco2)cc1OC,-24,i
Cc1ccccc1Cn1cc(CCC(=O)N2CCOCC2)c2ccccc21,-37,i
N#Cc1cc([N+](=O)[O-])ccc1Oc1ccc(-c2nnco2)cc1,-5,i
O=C(c1ccc(Cl)cc1)N1CCN(C(=O)c2ccco2)CC1,-10,i
COc1ccccc1CNC(=O)CS(=O)(=O)Cc1ccccc1,-7,i
CCCCn1c(SCC(=O)Nc2ccc3c(c2)OCCO3)nnc1C(CC)N(C)C (centres undefined),-27,.
Cc1ccc(NC(=O)CSc2nnc(-c3cc(C)on3)o2)cc1,-13,i
O=C(NCCCN1CCOCC1)C(=O)NCC1OCCN1S(=O)(=O)c1ccc(F)cc1 (centres undefined),-15,i
COc1ccccc1N(C)S(=O)(=O)c1ccc(Cl)c(C(=O)NNC(=O)c2ccccc2O)c1,-15,i
NNC(=O)c1ccc(NS(=O)(=O)c2ccc(Br)cc2)cc1,-2,i
COC(=O)C1CCC(=S)N1C(=O)c1ccccc1 (centres undefined),0,i
NC(=O)C(C(=O)/C=C/c1ccc(Cl)cc1)=C1SCCS1,-7,i
COc1ccc(/C=C/C(=O)OCC(=O)Nc2cccc(S(=O)(=O)NC3=NCCCCC3)c2)cc1,-16,.
Cc1cccc(NC(=O)CSc2nccn2C)c1,-4,i
CN(C)c1nc(C(=O)OCCO)nc(N(C)C)n1,-10,i
C=CCn1c(SCC(=O)NCCc2ccccc2)nc2c([nH]c3ccccc32)c1=O,-14,i
CC1(C)CC2(CC(c3ccccc3)c3ccc(O)cc3O2)NC(=S)N1 (centres undefined),-18,i
CCN(CC1COc2ccccc2O1)S(=O)(=O)c1ccc(C)cc1 (centres undefined),-21,i
CC(C)c1ccc(OCC(=O)NCc2n[nH]c(=O)c3ccccc23)cc1,-3,i
O=C(CSc1nc(C2CCCCC2)n(-c2ccccc2)n1)NCC(F)(F)F,-20,i
COc1ccc(CC2S/C(=C(\C#N)C(=O)NCc3ccco3)N(c3ccc(C)cc3)C2=O)cc1 (centres undefined),-17,i
Clc1ccc(-c2nnc(SCc3ccon3)o2)c(Cl)c1,-2,i
CCCCn1c(=O)n(CC(=O)Nc2ccc(OC)c(Cl)c2)c(=O)c2c1nc(CO)n2CCC,-36,i
Cc1ccccc1Nc1nc(N)nc(CSc2nc3ccccc3c(=O)n2CCCO)n1,-18,i
Clc1ccc(C2=C3CCCCn4c(-c5ccccc5)c[n+](c43)C2)cc1,-31,i
CC(C)Cn1c(SCC(=O)Nc2ncccn2)nc2ccccc21,-37,i
CC(=O)Nc1ccc(S(=O)(=O)N2CCN(CC(O)COc3ccc4ccccc4c3)CC2)cc1 (centres undefined),18,i
COC(=O)c1ccc(N(C(=O)c2ccco2)C(C(=O)NC2CCCC2)c2ccco2)cc1 (centres undefined),-12,i
O=C(Nc1ccccc1C(=O)NC1CCCCC1)c1ccco1,-13,i
COc1ccc(C(=O)N[C@H](C(=O)NCC2CCCCC2)C(C)C)cc1,-54,i
COCc1[nH][nH]c(=O)c1C=Nc1ccc(F)cc1F,-5,i
CC(=O)C1=C(O)C(=O)N(CCCCCC(=O)O)C1c1ccc(N(C)C)cc1 (centres undefined),-1,i
CCOc1ccccc1C(=O)Nc1cccc2ccccc12,-15,i
COc1ccccc1N(CC(=O)NCC1CCCO1)C(=O)CNS(=O)(=O)c1ccc(C)cc1 (centres undefined),-19,i
O=C(O)C1Cc2c([nH]c3ccccc23)C(c2ccc3c(c2)OCO3)N1 (centres undefined),6,i
CC1C(=O)N2CCCc3cc(NS(=O)(=O)c4ccc(F)cc4)cc1c32 (centres undefined),-25,i
Cc1nn(-c2ccccc2)c(Cl)c1C(=O)NCC(C)C,-24,i

# (next part)
Structure,OX1R antag,CHT allo act
Cn1c(=O)c2c(nc3sccn32)n(C)c1=O,-4,i
COc1ccc(-c2cc(C(=O)Nc3ccc(C)c(N)c3)c3ccccc3n2)cc1,-19,i
CCN(CC(=O)NCc1ccc(F)cc1)Cc1nc2cc(Cl)ccc2c(=O)[nH]1,-22,i
COc1cc(OC)cc(C(=O)N[C@H](C(=O)OCC(=O)Nc2ccc(C)cc2C)C(C)C)c1,-20,i
COc1ccc(S(=O)(=O)Nc2nc3c(s2)CCCC3)cc1,-9,i
O=C(c1ccc(Cl)cc1)N1CCCC(C(=O)N2CCN(c3ccccc3)CC2)C1 (centres undefined),-17,i
Cn1c(/C(C#N)=C(\O)CN2CCN(Cc3ccccc3)CC2)nc2ccccc21,-7,i
CC(C)c1ccccc1-n1cc[nH]c1=S,0,i
O=C(C1=C[C@H](c2ccccc2)C[C@H](OCc2ccc(CO)cc2)O1)N1CCN(Cc2ccc3c(c2)OCO3)CC1,-28,i
COCCn1c(SCC(=O)N2CCC(C)CC2)nc2c(c1=O)SCC2,-13,i
Cc1ccccc1S(=O)(=O)Nc1cccnc1,-6,i
COc1ccc(C2CC(=O)N(CC(=O)NCC3CCCO3)c3ccccc3S2)cc1 (centres undefined),-20,i
Cc1cc(OCC(=O)Nc2ccc(CN3CCCCC3)cc2)ccc1Cl,-27,i
COc1ccc(NS(=O)(=O)c2cccc(N3CC(O)=C(c4ccccc4)C3=N)c2)cc1,-10,i
COc1ccccc1NC(=S)N1C2CCC1CC(NC(=O)NC13CC4CC(CC(C4)C1)C3)C2 (centres undefined),-25,i
CCOC(=O)N1CCN(C(=O)CCn2nc(-c3ccc(Cl)cc3)ccc2=O)CC1,-31,i
CCC1CCCCN1C(=O)CSc1nnc(-c2ccc(Cl)cc2)o1 (centres undefined),-18,i
COC(=O)c1sccc1NC(=O)C1CC(C)=C(C)CC1C(=O)O (centres undefined),8,i
COCCCNC(=S)N(Cc1ccccc1)Cc1nc2ccccc2c(=O)[nH]1,-23,i
Cn1c(-c2ccccc2O)cc2ccccc21,-4,i
CC(C)c1ccc(CNCc2ccccc2)cc1,6,i
Cc1ccc(NC(=O)CN(C)S(=O)(=O)c2cccs2)c(Br)c1,-31,i
